Screening results (PubChem)
BAP1 inh: blocks human BAP1 ubiquitin-AMC hydrolysis. activity remaining (% of control), % at 20 µM. recombinant BAP1, Ub-AMC hydrolysis fluorescence kinetic; stronger effect = lower value. Q92560. 72,000 compounds, 0.48% hits;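 active means activity remaining at or below 50% of control, provided the compound also passes the data quality filters; inactive means the rest, including low values that fail the filters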;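 further: 100% = DMSO wells rate and 0% = substrate alone blank rate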
Target sequence (Q92560 whole entry, looked up): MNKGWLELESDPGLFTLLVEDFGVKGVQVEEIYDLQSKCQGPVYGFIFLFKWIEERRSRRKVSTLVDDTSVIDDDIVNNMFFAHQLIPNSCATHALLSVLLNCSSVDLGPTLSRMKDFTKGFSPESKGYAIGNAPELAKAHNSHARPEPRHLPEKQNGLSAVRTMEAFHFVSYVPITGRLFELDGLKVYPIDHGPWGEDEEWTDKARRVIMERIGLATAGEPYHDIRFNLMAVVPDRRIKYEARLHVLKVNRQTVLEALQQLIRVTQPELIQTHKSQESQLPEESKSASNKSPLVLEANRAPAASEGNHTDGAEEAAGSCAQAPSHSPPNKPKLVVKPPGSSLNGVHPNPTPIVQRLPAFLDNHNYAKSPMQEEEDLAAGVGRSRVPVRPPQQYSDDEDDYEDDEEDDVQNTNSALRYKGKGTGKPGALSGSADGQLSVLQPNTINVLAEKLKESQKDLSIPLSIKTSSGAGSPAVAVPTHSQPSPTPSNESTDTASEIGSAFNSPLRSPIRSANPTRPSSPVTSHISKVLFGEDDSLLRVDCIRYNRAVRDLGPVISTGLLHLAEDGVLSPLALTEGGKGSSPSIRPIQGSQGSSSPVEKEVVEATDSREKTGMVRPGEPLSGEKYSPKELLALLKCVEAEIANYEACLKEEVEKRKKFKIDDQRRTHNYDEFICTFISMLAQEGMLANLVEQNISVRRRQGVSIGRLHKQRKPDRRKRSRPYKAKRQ
HePTP inh: inhibitors of human HePTP phosphatase; 110,000 compounds, 0.64% hits; inhibition, % at 20 µM; recombinant HePTP phosphatase activity, OD absorbance; in the data active means inhibition above about 50%;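 further: plate controls were vehicle for no effect and reference inhibitor for full effect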
* hit, by the source's call; . = no result given; & = joins results of further samples. The order is random (roughly 0.7% active in at least one column).

SMILES | BAP1 inh | HePTP inh
COc1ccc(N2C(=O)C=C(Nc3ccccc3)C2=O)cc1 | . | -4
CCCC(C)NS(=O)(=O)c1ccccc1 (stereo not drawn) | 104 | 3&-11
C/C(=N/n1cnnc1)c1cccnc1 | 162 | 4
CCOC(=O)c1oc2nc3c(cc2c1N)COC(C)(C)C3 | 80 | 6
CC(NC(=O)CSc1nc2ccccc2c(=O)[nH]1)c1ccccc1 (stereo not drawn) | 90 | 9
COC(=O)c1cc(NC2c3ccccc3C(=O)N2CCN2CCOCC2)cc(C(=O)OC)c1 (stereo not drawn) | 66 | -6
COc1cc(OC)cc(-n2nnnc2SCC(=O)N2CCCC2)c1 | 106 | 7
Cc1cccc(N2CCN(C(=O)c3cn(C)c(=O)c4c3c3ccccc3n4C)CC2)c1C | 126 | 6
O=C(O)c1ccccc1-c1ccc(-c2cc(C(=O)O)c3c(ccc4ccccc43)n2)o1 | 174 | .
CCCCC(NS(=O)(=O)c1ccc(C)cc1)C(=O)O (stereo not drawn) | 174 | .
S=C(NCc1cccnc1)Nc1ccc(Cl)cc1Cl | . | 0
COc1cccc(NC(=O)CN2CCN(c3ccccc3F)CC2)c1 | 94 | 12
Cc1nn(C(=O)c2ccc(F)cc2)c(C)c1Sc1ccccc1 | . | 6
O=C(CSc1nnnn1C1CCCC1)Nc1ccc2c(c1)OCO2 | 106 | 5
CS(=O)(=O)N1CCc2cc(S(=O)(=O)Nc3ccc4oc5c(c4c3)CCCC5)ccc21 | . | 4
Cc1cc(C)c(NC(=O)C(C)Sc2nc3ccc(N4C(=O)c5ccccc5C4=O)cc3s2)c(C)c1 (stereo not drawn) | . | 5
CC(=O)C1=C(C)NC(SCC(N)=O)=C(C#N)C1c1cccnc1 (stereo not drawn) | 98 | 5
COc1ccc(CC(=O)Nc2c3c(nn2-c2ccccc2C)CS(=O)C3)cc1 (stereo not drawn) | 94 | .
CC(C)Oc1ccccc1NS(=O)(=O)c1ccccc1[N+](=O)[O-] | . | -2
COCCCN1C(=O)C(=O)/C(=C(/O)c2ccc(OC)cc2C)C1c1cccnc1 (stereo not drawn) | 88 | 2
Cc1oc(/N=C/c2ccc(Cl)cc2)c(C#N)c1C | 88 | -12
COc1ccc(C(=O)CSc2nnc(-c3cccc(Br)c3)o2)cc1 | . | -5
CN(CC(=O)NCCN1CCCCCC1)S(=O)(=O)c1cccc2nsnc12 | 111 | -1
COc1ccc(N(CC(=O)NCCc2ccc(OC)c(OC)c2)S(=O)(=O)c2ccccc2)cc1 | . | -1
CCOc1ccccc1C=NN1CCN(c2ccc(Cl)cc2)CC1 | . | -17
COc1ccc(N2C(=O)/C(=C/c3ccc(-c4ccccc4[N+](=O)[O-])o3)SC2=S)cc1 | . | -5
COc1cccc(C(=O)Nc2ccc3nc(N4CCOCC4)cc(C)c3c2)c1 | 80 | 0
Cc1ccccc1C(=O)NN1C(=O)/C(=C\c2ccco2)SC1=S | . | 18
Cc1cc(Br)ccc1SCC(=O)OCC(=O)N1CCN(C(=O)c2ccco2)CC1 | 119 | 12
COc1ccc(N(CC(=O)N2CCC(C)CC2)S(=O)(=O)c2c(C)nn(C)c2C)cc1 | 90 | -1
COc1cccc(/C=C2/SC(NC(C)=O)=NC2=O)c1OC | . | -13
O=C(Nc1ccc(S(=O)(=O)N2CCCC2)cc1Cl)C1=COCCO1 | 96 | 8
O=C(Oc1ccc(Br)cc1C(=S)N1CCOCC1)c1ccc([N+](=O)[O-])cc1 | . | -8
Cc1cccc(C)c1OCc1nnc(SCC(=O)Nc2nccs2)n1-c1ccccc1 | . | 10
COc1ccc(-c2nn(-c3ccccc3)cc2/C=N/NS(=O)(=O)c2ccccc2)cc1 | . | -7
CC(=O)N1CCN(C(C)=O)C1c1ccccc1 | 96 | 5
O=C(NCC1CCCO1)C1CCCN(Cc2cnn(-c3ccccc3)c2-n2cccc2)C1 (stereo not drawn) | 79 | -7
COc1ccccc1NC(=O)C(C)Oc1ccc(Cl)cc1C (stereo not drawn) | . | 0
CNC(=O)CSc1nc2c(c(=O)n(C)c(=O)n2C)n1Cc1ccc(C)cc1 | 101 | 10
O=C(NCc1ccco1)C1CCN(C(=O)c2cc3sccc3n2Cc2ccc(Cl)cc2)CC1 | 60 | 6
CCOC(=O)Cc1nnc(NC(=O)c2cccc(OCC)c2)s1 | 95 | 8
CCOC(=O)C(=CNc1ccc(OC)c(Cl)c1)C(=O)OCC | . | 2
COc1ccc(NC(=O)CSc2nnc(-c3ccccc3)n2Cc2ccco2)c(OC)c1 | 91 | 2
COc1ccc(/C(O)=C2/C(=O)C(=O)N(CCCCCC(=O)O)C2c2cccc([N+](=O)[O-])c2)cc1 (stereo not drawn) | . | -13
COC(=O)c1ccc(COC(=O)c2ccc(N(C)C)cc2)cc1 | 69 | 11
O=[N+]([O-])c1ccc(N2CCOCC2)cc1NCCOc1ccc(Cl)cc1 | . | -1
Cc1cc(C(=O)Nc2ccccn2)ccc1[N+](=O)[O-] | . | 4
Cc1noc(C)c1S(=O)(=O)N1CCC(C(=O)N2CCN(C3CCCC3)CC2)CC1 | 93 | 5
CCCn1c(=NC(C)=O)c(C#N)cc2c(=O)n3cccc(C)c3nc21 | 453 | -11
OC(Cc1ccccc1)(c1ccc(F)cc1)C(CN1CCOCC1)c1ccccc1 (stereo not drawn) | . | -15
O=C(O)c1ccc2c(c1)C(=O)N(C(Cc1ccccc1)C(=O)O)C2=O (stereo not drawn) | 106 | 8
Cn1cc(C(=O)c2ccccc2)cc1-c1nc2ccccc2n1C | 93 | -5
CN1c2ccccc2N(C)C1(C)c1ccc(C2(C)N(C)c3ccccc3N2C)cc1 | 74 | .
N#CCCN(CCC#N)c1nncs1 | 116 | 0
COc1ccc(NC(=O)CN2C(=O)C(C)Oc3ccccc32)cc1 (stereo not drawn) | 114 | -4
Cc1ccc(S(=O)(=O)n2cnc3cc([N+](=O)[O-])ccc32)cc1C | . | 2
COC(=O)COc1ccc(/C=C2/C(=O)N(c3ccccc3)N=C2C)cc1 | . | -8
Cc1ccc(-c2nc(-c3ccccc3Cl)no2)cc1 | . | -3
CCOc1ccc(/C=C2/SC(NC(C)=O)=NC2=O)cc1OCC | . | 7
COc1ccc(/C=C(/C#N)C(=O)Nc2cccc(Br)c2)c(OC)c1 | . | 0
(continued)
SMILES | BAP1 inh | HePTP inh
CC(=O)Oc1ccc2c(C)c(CC(C)O)c(=O)oc2c1 (stereo not drawn) | . | 0
O=C(CN1C(=O)C2CC=CCC2C1=O)Nc1ccc(S(=O)(=O)NC2=NCCCCC2)cc1 (stereo not drawn) | 99 | -10
Cc1cccc(NC(=O)CSCc2c(C)noc2C)c1C | 109 | 5
O=C(Nc1ccc(F)cc1)N(Cc1ccco1)Cc1cc2cc3c(cc2[nH]c1=O)OCO3 | . | -2
CN(c1ccc(C(=O)O)cc1)S(=O)(=O)c1ccccc1 | 99 | 9&3
CCc1ccc(OCCSc2nc3ccccc3[nH]2)cc1 | . | -19
COc1cc(/C=C2\SC(=Nc3ccc(F)cc3)NC2=O)cc(OC)c1OC | . | -3
CCOC(=O)C1CCN(S(=O)(=O)c2cccc(-c3cn4ccccc4n3)c2)CC1 | 167 | 5
CC1C(c2ccc(Cl)cc2)NC(c2ccc(Cl)cc2)C(C)C1(O)c1ccc(F)cc1 (stereo not drawn) | . | -6
CCCC(C(=O)O)N1C(=O)/C(=C\c2ccc(-c3ccc([N+](=O)[O-])cc3)o2)SC1=S (stereo not drawn) | . | 7
C=CCNC(=O)C12CC3CC(C1)CC(C(=O)NCC=C)(C3)C2 | 100 | 5
CCc1ccc(C2CC(c3cccc(OC)c3)n3nc(N)nc3N2)cc1 (stereo not drawn) | 103 | 10
CC(C)Nc1ncnc2c1cnn2-c1ccc(Cl)cc1 | 90 | -4
COc1ccc(OC)c(CN2CCN(c3ccccc3OC)CC2)c1 | 83 | 3
CCc1ccccc1NC(=O)CN(c1cccc(OC)c1)S(C)(=O)=O | 97 | -4
COc1ccc(Cl)cc1/C=C1/C(=O)NN(c2cccc(Br)c2)C1=O | . | 5
COc1ccc2c(c1)-c1c(ssc1=Nc1ccc(S(=O)(=O)Nc3nccs3)cc1)C(C)(C)N2 | . | -1
CCCCOc1ccc(C(=O)Nc2nc3ccc4nc(C)sc4c3s2)cc1 | 167 | .
COc1ccc(C2C(C(=O)Nc3ccccc3OC)=C(C)Nc3ncnn32)cc1 (stereo not drawn) | 92 | -2
COc1ccc(CCN2C(=O)/C(=C/C=C/c3ccccc3)SC2=S)cc1OC | . | 10
CC(C)COc1ccc(C(=O)NCCc2c[nH]c3ccccc23)cc1 | . | 6
O=c1[nH]n(-c2ccccc2)c(=O)c2ccccc12 | 86 | -6
C/C(=C\C(=O)Nc1cc(C)on1)c1ccccc1 | 151 | 4
O=C1CC(c2ccccc2)CC2=C1C(c1cccc(Cl)c1Cl)Nc1ccccc1N2 (stereo not drawn) | . | -12
Cc1nnc(NC(=O)c2cc(-c3ccc(Cl)cc3)nc3ccccc23)s1 | . | -11
CCOC(=O)N1CCN(C(=O)c2ccccc2CCc2ccccc2)CC1 | 119 | -3
Cc1cccc2cc(CN(Cc3ccc(F)cc3)C(=O)N(C)C)c3nnnn3c12 | 115 | 11
O=C(/C=C/c1ccc(Cl)cc1)Nc1ccc(Cl)cn1 | . | 8
O=C1/C(=C/c2cccc3ccccc23)SC(=S)N1Cc1ccco1 | . | 6
COc1cc(C(=O)N2CCC(NC(=O)C(Cc3ccccc3C)NC(C)=O)CC2)cc(OC)c1OC (stereo not drawn) | 86 | 2
O=C(CCNc1cccc(F)c1)c1cccc([N+](=O)[O-])c1 | . | 6
COc1ccc(CNC(=O)CSc2nnc(C)s2)cc1 | 106 | 4
O=[N+]([O-])c1ccc(Oc2ccc(S(=O)(=O)N3CCCC3)cc2)cc1 | . | 3
CCOC(=O)CNC(=O)CSc1nc2cccnc2n1C1CCCCC1 | 104 | 5
NC(=O)Cn1cnc(-c2ccccc2)c1 | 99 | -4
O=C(COC(=O)c1ccccc1Cl)c1ccc(-c2ccc(Br)cc2)cc1 | 50 | .
Cc1cc(Cl)ccc1OCCCC(=O)NC1CCCCC1 | . | -3
Cc1c(C(=O)O/N=C(\N)c2ccc(Cl)cc2)cccc1[N+](=O)[O-] | . | -8
Clc1ccc(Cn2ncc3c(N4CCOCC4)ncnc32)cc1 | 97 | -6
CCN(CC)S(=O)(=O)c1ccc(C(=O)NCc2n[nH]c(=S)n2-c2ccccc2OC)cc1 | 107 | 7
Fc1ccccc1CSc1nc2ncccc2[nH]1 | 89 | 3&7
Cc1ccc(C(=O)Nc2ccccc2C(=O)OCCN2CCCC2=O)cc1 | . | 9
COc1ccc(C)cc1-n1nnnc1SC/C(O)=C(\C#N)c1nc2ccccc2[nH]1 | 58 | 7
Cc1ccc(N=C(NO)c2ccc(Cl)cc2Cl)cc1 | . | -1
Cc1cccc(N2CCN(C(=O)CCCOc3ccccc3)CC2)c1C | 66 | 3
CC(=O)c1cc(C)ccc1OC(=O)c1ccco1 | 94 | 8
CC(Sc1nnnn1-c1ccccc1)C(=O)Nc1ccc(Cl)cn1 (stereo not drawn) | 98 | 4
Cc1nn(C)cc1C(N)=O | 94 | -2
Cc1cc(C)n(-c2nc3ccccc3c(=O)n2OCC(=O)OCc2ccccc2)n1 | 102 | -5
COc1ccc(S(=O)(=O)N(C)CC(=O)NCCC2=CCCCC2)cc1 | . | 8
c1ccc(-c2csc3ncnc(NCCN4CCOCC4)c23)cc1 | 61 | -5
O=C(CC1S/C(=N\N=C\c2cccs2)NC1=O)Nc1ccccc1F (stereo not drawn) | . | 7
C=CCOc1ccc(/C=C2/C(=O)NC(=O)N(c3cccc(C)c3)C2=O)cc1OCC | . | -1

Gathered by group: those above with a furan ring, fused or not (13)
SMILES | BAP1 inh | HePTP inh
CCOC(=O)c1oc2nc3c(cc2c1N)COC(C)(C)C3 | 80 | 6
O=C(O)c1ccccc1-c1ccc(-c2cc(C(=O)O)c3c(ccc4ccccc43)n2)o1 | 174 | .
CS(=O)(=O)N1CCc2cc(S(=O)(=O)Nc3ccc4oc5c(c4c3)CCCC5)ccc21 | . | 4
Cc1oc(/N=C/c2ccc(Cl)cc2)c(C#N)c1C | 88 | -12
COc1ccc(N2C(=O)/C(=C/c3ccc(-c4ccccc4[N+](=O)[O-])o3)SC2=S)cc1 | . | -5
Cc1ccccc1C(=O)NN1C(=O)/C(=C\c2ccco2)SC1=S | . | 18
Cc1cc(Br)ccc1SCC(=O)OCC(=O)N1CCN(C(=O)c2ccco2)CC1 | 119 | 12
O=C(NCc1ccco1)C1CCN(C(=O)c2cc3sccc3n2Cc2ccc(Cl)cc2)CC1 | 60 | 6
COc1ccc(NC(=O)CSc2nnc(-c3ccccc3)n2Cc2ccco2)c(OC)c1 | 91 | 2
O=C(Nc1ccc(F)cc1)N(Cc1ccco1)Cc1cc2cc3c(cc2[nH]c1=O)OCO3 | . | -2
CCCC(C(=O)O)N1C(=O)/C(=C\c2ccc(-c3ccc([N+](=O)[O-])cc3)o2)SC1=S (stereo not drawn) | . | 7
O=C1/C(=C/c2cccc3ccccc23)SC(=S)N1Cc1ccco1 | . | 6
CC(=O)c1cc(C)ccc1OC(=O)c1ccco1 | 94 | 8
